High-throughput results deposited in PubChem BioAssay by several laboratories.
TLR9-MyD88 inh = inhibitors of human TLR9-MyD88 binding; 340,000 compounds, 0.21% hits; AID 504734; Q9NR96+Q99836; inhibition, % at 4.98 µM; CHO BLA complementation TLR9-MyD88, CCF4 FRET ratio;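 active means inhibition above the mean over all tested compounds plus 3 SD, cut at about 21% in these data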;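 further: 0% = DMSO only wells and 100% = clavulanate BLA inhibitor control wells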
C8 TRAIL sens = sensitizes caspase-8 expressing cells to TRAIL. NB7+C8 cells + TRAIL, ATPlite viability luminescence. inhibition (viability loss, TRAIL sensitization), % at 10 µM. 360,000 compounds, 1% hits;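 active means compounds causing at least 50% loss of cell viability in the single-dose screen, relative to plate controls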
TROY NFkB inh = blocks TROY-dependent signaling in reporter cells; Q293 LMP1-TROYcd NF-kB luciferase reporter, 4 h; inhibition, % at 10 µM; 360,000 compounds, 0.98% hits; AID 1347056;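 active means compounds whose plate-normalised and pattern-corrected inhibition of the luciferase reporter signal at the single screening dose is 50% or more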
LMP1 NFkB inh = Epstein-Barr LMP1 NF-kappaB reporter inhibition; AID 504558; LMP1-induced NF-kappaB luciferase reporter cells, luminescence; inhibition, % at 12.5 µM; 350,000 compounds, 0.69% hits; in the data active means inhibition above about 41%;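 further: 0% = neutral control wells and 100% = reference inhibitor control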
NCOA3 inh = human NCOA3 inhibition | Q9Y6Q9 | HEK293 GAL4-SRC3 luciferase reporter, luminescence | inhibition, % at 3.6 µM | 360,000 compounds, 0.17% hits | AID 588352;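 active means inhibition above a per-campaign cutoff, the mean of all compounds plus 3 SD, cut at about 60% in these data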;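 further: 0% = DMSO-treated cells and 100% = gossypol-treated cells at 36 µM; higher means less SRC3-driven luciferase light from the GAL4 reporter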
NR5A2 inv ag = suppresses constitutive activity of human LRH-1. inhibition, % at 3.6 µM. 360,000 compounds, 0.13% hits. HEK293T StAR-luciferase reporter, LRH-1 transfected, 24 h;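 active means inhibition above the mean inhibition of all tested compounds plus 3 SD, cut at about 73% in these data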;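 further: 0% = DMSO wells and 100% = reporter-only cells lacking LRH-1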
Target sequence (O00482 whole entry, looked up): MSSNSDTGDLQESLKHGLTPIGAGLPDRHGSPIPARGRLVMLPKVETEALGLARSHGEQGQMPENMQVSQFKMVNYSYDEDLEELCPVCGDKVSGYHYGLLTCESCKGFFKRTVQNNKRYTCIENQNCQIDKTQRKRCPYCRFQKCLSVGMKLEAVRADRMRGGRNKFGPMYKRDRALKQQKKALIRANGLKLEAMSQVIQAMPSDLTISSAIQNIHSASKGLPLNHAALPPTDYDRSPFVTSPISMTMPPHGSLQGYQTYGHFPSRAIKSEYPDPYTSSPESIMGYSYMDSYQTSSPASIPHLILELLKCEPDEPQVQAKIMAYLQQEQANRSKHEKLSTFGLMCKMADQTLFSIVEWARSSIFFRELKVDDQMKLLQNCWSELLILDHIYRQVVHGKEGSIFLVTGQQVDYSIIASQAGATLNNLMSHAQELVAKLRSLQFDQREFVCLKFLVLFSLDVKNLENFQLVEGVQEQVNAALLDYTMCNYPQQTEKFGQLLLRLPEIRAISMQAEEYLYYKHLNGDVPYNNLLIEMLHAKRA
NOD2 RIPK2 PPI = blocks binding of human NOD2 to RIPK2; O43353; CHO BLA complementation NOD2-RIPK2, CCF4 ratio; inhibition, % at 4.98 µM; 360,000 compounds, 0.38% hits; AID 624267; in the data active means inhibition above about 21%;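 further: 0% = vehicle only and 100% = reference blocker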
COUP-TFII inh = NR2F2 (human) inhibition, primary screen. HEK293T NGFI-A luciferase reporter, luminescence. inhibition, % at 8.6 µM. 370,000 compounds, 0.7% hits. P24468;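 active means inhibition above a per-plate cutoff, mean inhibition of test wells between control levels plus 3 SD, cut at about 38% in these data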;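 further: cells cotransfected with COUP-TFII expression vector driving the NGFI-A reporter; 0% = median of COUP-TF2 test wells and 100% = reporter-only cells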
Target sequence (P24468 whole entry, looked up): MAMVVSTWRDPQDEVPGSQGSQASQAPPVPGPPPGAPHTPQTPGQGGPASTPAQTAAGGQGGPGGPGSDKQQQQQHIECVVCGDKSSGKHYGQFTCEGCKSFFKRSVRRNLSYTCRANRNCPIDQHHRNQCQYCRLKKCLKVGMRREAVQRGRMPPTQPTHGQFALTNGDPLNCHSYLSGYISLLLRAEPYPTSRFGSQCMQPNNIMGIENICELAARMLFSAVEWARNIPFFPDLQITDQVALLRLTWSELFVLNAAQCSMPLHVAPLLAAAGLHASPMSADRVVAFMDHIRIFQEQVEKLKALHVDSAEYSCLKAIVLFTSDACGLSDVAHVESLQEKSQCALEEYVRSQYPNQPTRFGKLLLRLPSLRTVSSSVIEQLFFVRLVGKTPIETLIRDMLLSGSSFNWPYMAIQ
NCOA1 inh = inhibits human SRC1 coactivator; AID 588354; inhibition, % at 3.6 µM; HEK293 GAL4-SRC1 luciferase reporter, luminescence; 360,000 compounds, 0.12% hits; Q15788;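 active means inhibition above the campaign mean plus 3 SD, with each screening campaign given its own cutoff, cut at about 60% in these data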;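 further: 0% = DMSO treated cells and 100% = gossypol at 36 µM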
SRC2 inh = human SRC2 (NCOA2) inhibition. HEK293 GAL4-SRC2 luciferase reporter, luminescence. AID 651957. 370,000 compounds, 0.17% hits. Q15596. inhibition, % at 9 µM;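 active means inhibition above the mean inhibition of all tested compounds plus 3 SD, set per campaign, cut at about 52% in these data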;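 further: 0% = DMSO treated cells and 100% = cells given Gossypol at 36 µM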
TWEAK Fn14 block = TWEAK-Fn14 signaling inhibition. inhibition, % at 10 µM. 360,000 compounds, 2% hits. TWEAK-stimulated Fn14 reporter cells, luciferase luminescence, 8 h; in the data active means inhibition above about 50%
Active calls of the source: *; . = no result given. These rows are one share of the data; the hit share may differ from the screen's.

SMILES	TLR9-MyD88 inh	C8 TRAIL sens	TROY NFkB inh	LMP1 NFkB inh	NCOA3 inh	NR5A2 inv ag	NOD2 RIPK2 PPI	COUP-TFII inh	NCOA1 inh	SRC2 inh	TWEAK Fn14 block
COc1cc2[nH]c(=S)n(CCCN3CCOCC3)c(=O)c2cc1OC	7.5	-7.7	-16.2	-0.4	10.3	-46.0	-9.7	-25.4	3.7	-15.8	-2.4
CCN(C(=O)c1cc2ccccc2oc1=O)c1cccc(C)c1	-3.6	-9.4	-5.3	-27.8	-18.2	-25.2	4.8	1.8	-10.1	4.1	1.0
CC(C)CNC(=O)c1ccc2c(c1)C(=O)N(C1CCCCC1)C2=O	6.4	-1.9	-45.7	-21.6	-43.9	9.7	-7.7	-13.7	7.0	-2.0	-25.4
COc1cc(/C=C2/N=C(C3CCCCC3)OC2=O)cc(OC)c1OC	3.6	-2.2	-9.5	-2.0	-1.4	8.3	-6.7	5.2	6.7	7.6	13.3
COc1ccc(NC(=O)c2ccc(-c3ccc(OC)cc3)s2)cc1	2.3	-4.5	-83.7	-61.5	-12.1	0.1	-3.8	2.2	16.8	18.4	-14.2
Cc1cccc(OCCNC(=S)NC(=O)c2cccnc2)c1	0.0	-3.1	-7.8	8.8	8.9	23.1	-2.9	-3.0	-3.6	-15.0	-10.6
COCCCNC(=O)c1cn(-c2cccc(OC)c2)c(=O)c2ccccc12	-0.3	1.4	-4.7	-1.6	0.5	-0.2	2.4	4.8	-0.5	-4.0	11.7
COc1cc(C(=O)N2CCN(S(=O)(=O)c3ccc(C)cc3C)CC2)ccc1OCC(=O)N1CCOCC1	-8.2	23.2	4.6	1.0	17.7	-1.6	-1.7	-8.6	-25.2	-18.8	-30.3
O=[N+]([O-])c1ccc(NCc2ccccc2N2CCC(CO)CC2)nc1	-7.1	7.8	-18.6	-1.4	8.2	7.8	1.4	-2.1	4.4	10.5	-10.3
O=C(CS(=O)CC(=O)Nc1cccnc1)Nc1ccc(F)cc1 (configuration not stated)	-1.1	3.6	5.4	-5.7	8.4	4.1	-1.4	-19.2	17.4	-22.1	12.5
Clc1ccc(C[n+]2cc(-c3ccc(Cl)cc3)n3c2CCC3)cc1	-4.7	21.8	1.9	4.2	15.8	5.5	13.5	6.2	9.6	16.1	-16.9
O=C(Nc1ccccc1)C1=C[C@H](c2ccc(C(F)(F)F)cc2)C[C@H](OCCCCO)O1	3.0	5.8	41.8	-8.1	-11.6	-49.7	-2.7	-7.7	-23.3	-44.2	26.5
O=S1(=O)N=C(N(CCO)/N=C/c2ccc(Cl)cc2)c2ccccc21	5.5	-2.5	1.5	0.8	0.1	0.5	2.0	-23.6	9.5	2.5	0.8
NC(=O)NC(CC(=O)OCC(=O)Nc1nnc(-c2ccccc2)o1)c1ccc(Cl)cc1 (configuration not stated)	-0.4	-9.4	-24.8	-2.4	-6.4	0.7	5.5	4.2	7.8	4.5	8.5
Cc1occc1C(=O)NN1C(=O)C2C3CCC(O3)C2C1=O (configuration not stated)	-1.8	1.3	-15.0	3.1	7.6	3.7	4.8	-14.9	-13.2	12.9	7.6
CCOc1ccc(OCC)c(NC(=O)CCSCCc2ccccn2)c1	-10.2	0.3	-17.0	-8.0	-12.5	-22.1	1.2	8.2	-3.5	10.7	-18.1
CN(Cc1cccnc1)C(=O)c1ccc2nc(Cc3ccccc3F)oc2c1	-6.4	-4.2	-48.6	-15.6	-42.7	-34.0	-8.1	-29.3	-46.8	-27.4	-24.1
COc1ccccc1-c1noc(CSc2nc(N)cc(=O)[nH]2)n1	-6.0	2.9	-5.1	-2.0	10.8	1.7	-0.4	8.3	-14.2	-7.2	13.8
COc1ccc(S(=O)(=O)N2CCCCC2)cc1NC(=O)CCNC(=O)c1ccc(Br)cc1	-1.6	-6.9	-7.7	-11.7	12.5	19.1	-10.0	-1.1	-13.2	-0.8	6.4
O=C(O)c1nccnc1C(=O)NCc1csc2ccc(Cl)cc12	.	-3.3	-16.3	9.1	4.4	-7.8	-4.0	3.3	-25.6	-12.2	-5.4
O=C(O)c1nc(N2CCCC2)ncc1Cl	0.5	3.4	24.5	-0.6	-10.6	-4.5	-11.2	-34.3	3.6	-31.4	-8.4
O=C(O)CSCC(=O)Nc1ccccc1	7.6	-12.0	-15.1	4.0	-11.4	0.9	-8.3	16.7	1.3	7.0	-13.0
Cc1cc2c(=O)oc(-c3ccccc3Br)nc2s1	-2.5	2.4	1.7	9.7	3.0	-0.7	-8.9	-0.2	3.5	-6.4	9.7
O=C(O)c1cccc(NC(=O)c2cccc(S(=O)(=O)Nc3cccc([N+](=O)[O-])c3)c2)c1	9.1	-9.6	6.2	-1.6	-2.2	2.1	-14.2	-21.6	-18.6	14.8	3.3
O=C(Nc1ccc(NC(=O)c2cccs2)cn1)c1ccccc1	-1.3	11.3	-50.5	-17.7	-108.9	-185.5	-6.0	-56.6	-109.0	-35.2	7.8
C/C=C/Cn1c(SC)nc2c1c(=O)[nH]c(=O)n2C	7.6	0.8	-9.6	-2.1	7.8	-12.1	-4.8	-26.4	-10.7	-39.0	-2.3
CC(C)CCNC(=O)NC(=O)COC(=O)/C=C/c1cnc2ccccc2n1	-7.8	-4.8	2.1	-9.8	-10.8	0.3	3.4	18.1	-3.2	-7.8	-3.8
COc1cccc(-n2nnnc2SCC(=O)NC2CCCCC2)c1	-2.9	-4.3	-10.0	5.5	-12.6	2.1	-5.7	-5.7	-2.3	-8.7	-0.5
CC1CCC(NC(=O)CN2C(=O)NC(C)(C)C2=O)CC1 (configuration not stated)	-4.0	-11.6	-9.2	4.1	9.1	-0.2	0.6	0.9	2.6	-53.1	2.1
CC(C)NC(=O)C1CCN(C2CCN(Cc3ccc4cccc(F)c4n3)CC2)CC1	1.7	-3.9	8.3	-1.6	17.8	4.2	-1.1	18.4	-37.0	9.9	-0.3
Cn1c(N)c(C(=O)CCl)c(=O)n(C)c1=O	-13.0	5.6	-10.5	-15.9	0.0	1.2	7.6	-4.9	5.8	-0.7	5.7
CCOC(=O)CSC1=NC(=O)/C(=C/c2ccc(Br)cc2)S1	-2.3	17.4	-9.3	-29.0	-10.5	-38.5	-5.2	-19.4	-8.1	-13.1	-31.2
COCCCNC(=O)c1ccc2nc3ccccc3c(=O)n2c1	1.9	45.2	5.2	9.8	-8.2	-8.4	1.3	7.7	-8.9	-13.3	27.5
NC(=O)CC(NC(=O)Cc1ccc(Br)cc1)c1ccc(NCCN2CCCCC2)c([N+](=O)[O-])c1 (configuration not stated)	-2.5	-10.2	-15.2	2.8	10.1	-6.7	-12.9	8.6	-3.7	-19.2	-5.5
CCN(C(=O)Cn1c(=O)oc2ccccc21)c1ccc(C)c(C)c1	-5.7	-15.2	-11.9	6.5	-23.3	-1.8	-4.7	25.4	-6.2	-27.7	-1.2
CCOC(=O)CSc1nnc(Cc2ccccc2)n1-c1ccc(C)cc1	2.8	-9.0	8.6	4.7	-6.3	-10.2	-11.1	-1.1	-12.3	-0.1	-7.9
CCOC(=O)c1c(SCC(=O)Nc2nccs2)nc(C)c(C)c1C	6.0	11.0	-26.7	-43.0	-52.0	-95.6	13.4	-11.1	-111.6	-33.4	-13.9
Cc1ccc(N(CC(=O)N/N=C/c2ccco2)S(=O)(=O)c2ccccc2)cc1	-4.2	-2.5	-8.6	-21.4	8.3	-33.1	-10.0	-4.9	11.2	-16.5	7.8
Cc1ccc(S(=O)(=O)NC(=O)Nc2cccc(C)n2)cc1	.	-16.1	4.4	.	-3.9	4.3	-6.2	8.0	0.5	7.0	-0.1
COc1cc(-c2c(C#N)c(N)nc(SCc3ccncc3)c2C#N)cc(OC)c1OC	0.4	-0.7	-1.0	12.5	29.9	-9.3	5.4	.	8.9	.	-26.6
Cc1ccc(NC(=O)CC(C)CC(=O)NCc2ccccc2)cc1Cl (configuration not stated)	7.0	7.6	-4.4	8.8	-1.4	-8.2	-9.9	13.2	-5.5	0.5	-19.1
COc1ccc2cc(-c3[nH]ncc3CN3CCCN(c4ccccc4)CC3)ccc2c1	-1.3	10.4	-9.1	1.5	-8.7	-31.4	-8.5	-7.5	-3.2	-16.2	-9.0
O=C(CN(C(=O)Cn1nnc(-c2ccc(F)cc2)n1)C1CCCC1)NC1CCCC1	-7.8	4.2	-2.6	8.3	-6.8	-32.8	0.7	6.6	-22.0	-6.0	1.3
O=C(Nc1ccccc1OC(F)F)c1oc2ccccc2c1COc1ccccc1	-1.3	6.2	-33.6	-2.6	-13.3	19.4	-5.8	-11.5	4.1	1.2	-33.0
COc1cc(C=O)ccc1OC(=O)c1ccc(C(C)C)cc1	-4.2	10.4	-9.7	7.4	14.0	0.7	-11.4	0.1	14.1	-4.2	-23.1
CC1(C)OC(=O)C(=NNc2ccccc2)C(=O)O1	-9.8	2.2	-18.0	3.2	6.7	19.0	1.9	2.6	-4.2	-14.2	2.2
Cc1ccc(S(=O)(=O)CCC(=O)OCC(=O)NCc2ccc(F)cc2)cc1	-17.2	2.1	-4.4	-2.5	-4.4	-3.7	-6.3	-6.7	-2.3	6.6	-3.5
CCCOc1c(OC)cccc1C1CC(=O)Nc2cc(OC)c(OC)c(OC)c21 (configuration not stated)	-2.4	12.9	2.8	-2.9	10.7	5.9	0.2	-19.8	0.3	-34.1	-17.5
COc1cc2cc(CN(C(=O)Nc3ccccc3)C3CCCC3)c(=O)[nH]c2cc1OC	0.8	4.4	-7.0	8.5	5.0	-8.9	4.9	0.0	-3.9	-28.9	-22.7
CCOC(=O)c1sc2nc(C(C)C)c3c(c2c1N)CCC3	-11.9	-2.7	-34.0	-7.3	6.2	17.5	-5.7	-12.9	1.0	-11.3	-3.5
COc1ccc(NC(=O)CN(Cc2ccccc2)S(C)(=O)=O)cc1OC	4.8	12.4	12.7	3.2	4.3	-2.4	0.5	7.1	-4.5	11.6	-30.9
COc1cc(/C=N/N2CCN(c3ccccc3)CC2)ccc1OC(C)=O	9.7	-8.3	-10.2	-1.1	-4.5	-25.0	-4.0	5.0	-8.3	-5.7	-25.9
COc1cc(S(=O)(=O)NCc2ccccn2)ccc1Cl	-3.9	16.7	6.7	3.0	3.9	-7.6	-2.7	-11.4	-29.0	16.8	7.5
Brc1cccc(-c2nnc3sc(CN4CCCCC4)cn23)c1	-7.9	18.7	-7.4	-11.0	2.8	4.1	3.9	4.4	-9.3	-3.3	-8.7
Cc1cc(C)cc(OC(C)c2ccnc3nc(/N=C/N(C)C)nn23)c1 (configuration not stated)	6.6	-6.6	1.9	-2.1	8.6	-6.1	-6.4	-8.3	-2.9	0.4	-5.8
CC(OC(=O)[C@@H](NS(=O)(=O)c1ccccc1)C(C)C)C(=O)c1c(N)n(C)c(=O)n(C)c1=O (some centres not stated)	1.0	-5.0	-3.8	1.9	-21.0	8.2	1.4	0.6	6.4	-24.9	-6.1
CCN(CC)C(=O)CN(C#N)c1nc(NC(C)C)nc(NC(C)C)n1	-1.8	-12.8	-5.2	-7.1	4.3	-2.5	-0.1	15.4	-20.5	2.7	11.2
